High-throughput results (PubChem)
TNAP activators = human TNAP enzyme activators, primary screen, biochemical, luminescent, no phosphate acceptor, uHTS (AID 1001); Alkaline phosphatase, tissue-nonspecific isozyme (Homo sapiens); purified TNAP, luminescent activation assay, no phosphate acceptor; higher activation fold means a stronger effect; activation fold at 20 µM, or EC50 in µM where a hit was titrated; 200,000 tested, 0.03% active; in the data active means activation fold from about 3, or a potency from the dose series; inactive means the rest, 99 in 100 with activation fold below about 1.6; further: many of its hits are not listed in these tables
PhoP inhibition = inhibitors of PhoP regulon expression, primary screen, Salmonella Typhimurium, GFP reporter (AID 1863) | S. Typhimurium PhoP-regulated promoter GFP reporter, 4 h; higher % means a stronger effect | inhibition, % at 50 µM, or IC50 in µM where a hit was titrated | 300,000 tested, 0.16% active;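 active means inhibition over 29.93%, a cutoff 3 SD above the screen mean, later confirmed by dose response; inconclusive means inhibition over 29.93% but no dose response follow-up; inactive means inhibition at most 29.93% or unconfirmed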;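 further: 0% = low Mg2+ inducing control and 100% = high Mg2+ repressing control; strong numbers were not always called active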
human PMI inhibitors = human PMI inhibitors, high substrate, primary screen, biochemical, fluorescence intensity, high mannose 6-phosphate (AID 1220). recombinant PMI enzyme, coupled fluorescence intensity; higher % means a stronger effect. 190,000 tested, 0.66% active. one-dose inhibition, % at 20 µM; IC50 in µM for titrated hits. Mannose-6-phosphate isomerase (Homo sapiens)
West Nile antiviral = West Nile virus antiviral activity, cell-based, CPE readout (AID 1621). 290,000 tested, 0.02% active. one-dose CPE inhibition, % at 10 µM; IC50 in µM for titrated hits. West Nile virus-infected cells, CPE inhibition; higher % means a stronger effect; in the data active means a potency from the dose series; inconclusive means CPE inhibition mostly from about 3.7% at the one dose, without a potency; inactive means the rest, 99 in 100 with CPE inhibition below about 2.2%; further: strong numbers were not always called active
RSV antiviral HEp-2 = RSV antiviral activity via CPE protection, HEp-2 cells, primary 10 µM value included (AID 2391). HEp-2 cells, RSV-induced CPE inhibition; higher % means a stronger effect. 310,000 tested, 0.13% active. CPE inhibition, % at 10 µM; hits with a dose series show IC50 in µM; in the data active means a potency from the dose series; inconclusive means CPE inhibition mostly from about 23% at the one dose, without a potency; inactive means the rest, 99 in 100 with CPE inhibition below about 21%; further: strong numbers were not always called active
CSM14.1 death rescue = rescue of cells from ER stress-induced death, primary screen, 384-well, CSM14.1, thapsigargin, ATP luminescence (AID 1222); cellular ATP content (survival), % at 20 µM, or EC50 in µM where a hit was titrated; 190,000 tested, under 10 active; CSM14.1 thapsigargin-induced death rescue, ATP luminescence; higher % means a stronger effect;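 active means EC50 below 50 µM in the dose-response confirmation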;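 further: death triggered by thapsigargin at about 15 µM added after 2 h compound pretreatment; cell ATP read after overnight thapsigargin exposure of roughly 18 to 22 hours; normalized against plate controls of thapsigargin alone and 5% DMSO vehicle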
SV40 large T antigen = SV40 large T antigen inhibitors, biochemical (AID 1903); SV40 large T antigen ATPase/helicase inhibition assay; higher % means a stronger effect; one-dose inhibition, % at 20 µM; IC50 in µM for titrated hits; 310,000 tested, 0.39% active; in the data active means a potency from the dose series; inconclusive means inhibition mostly from about 32% at the one dose, without a potency; inactive means the rest, 99 in 100 with inhibition below about 32%; further: strong numbers were not always called active
human PMI inhibition = inhibitors of human PMI, primary screen, biochemical, fluorescence intensity, coupled assay (AID 1209); 190,000 tested, 0.42% active; Mannose-6-phosphate isomerase (Homo sapiens); purified PMI enzyme, coupled fluorescence intensity; higher % means a stronger effect; inhibition, % at 20 µM; hits with a dose series show IC50 in µM;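 further: plate controls were DMSO vehicle for no effect and wells lacking substrate for full effect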
Ins promoter up = insulin promoter activators in MIN6 cells, imaging, high-content screening, mouse beta cells; AID 1625, 2009; z-score at 5 µM; 190,000 tested, 0.3% active; MIN6 insulin promoter-GFP reporter; stronger effect = higher value;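 active means z-score above 3 at 5 µM with at least 500 cells counted in the well; inconclusive means wells under 500 cells, flagged as cytotoxic or low count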
Ins promoter up cell count = further read-out of Ins promoter up, marked with its call; cell count; measured here: cytotoxicity, nuclei count;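 total cells summed across four imaged fields per well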
Active calls of the source: *; ? = inconclusive; / = not tested or not shown. Unless noted, no stated cut-off is given here; in the data, active means inhibition above about 50%; inactive means the rest. Rows are unselected. About 1.5% of those tested had a hit in this group.

canonical_smiles | TNAP activators | PhoP inhibition | human PMI inhibitors | West Nile antiviral | RSV antiviral HEp-2 | CSM14.1 death rescue | SV40 large T antigen | human PMI inhibition | Ins promoter up | Ins promoter up cell count
O=C1c2cccnc2C(=O)N1CO | 1.1 | -1% | 11% | 0.4% | 1.0% | -0.7% | 5% | 11% | 1 | 1499
O=C(c1cccc(F)c1)N1CCC(c2nc3ccccc3s2)CC1 | 1.5 | 6% | -24% | -1.1% | 4.2% | -0.7% | 1% | -18% | / | /
O=C(O)c1ccc(NS(=O)(=O)c2ccc(Cl)cc2)cc1 | 1.1 | 16% | -14% | 1.3% | 1.1% | 0.9% | 19% | 2% | -0.01 | 1064
Cc1ccc(NS(=O)(=O)c2sc3ccc(Cl)cc3c2C)cc1 | / | -5% | / | -0.9% | -0.9% | / | 10% | / | -0.1 | 1274
O=C(CSc1nnc(NC(=O)c2ccc(F)cc2)s1)NC1CC1 | / | 9% | / | 0.6% | 0.0% | / | -2% | / | / | /
C[C@]12C=CC(=O)C=C1CC[C@@H]1[C@@H]2[C@@H](O)C[C@@]2(C)[C@H]1CC[C@]2(O)C(=O)COC(=O)CCC(=O)NCCc1ccc(O)cc1 | / | 8% | / | -0.6% | -0.2% | / | 17% | / | / | /
N#CCCn1cc(/C=N/O)c(-c2cccc([N+](=O)[O-])c2)n1 | 1 | -2% | 9% | 0.1% | 0.1% | -0.2% | 24% | 3% | 0.5 | 1135
Cc1ccc(NC(=O)c2ccco2)c(NC(=O)CN2C(=O)c3ccccc3C2=O)c1 | 1 | -2% | 12% | -0.2% | -1.1% | 0.0% | 1% | 13% | 0.87 | 1685
CS(=O)(=O)c1ccc(-c2csc(-c3cccnc3)n2)cc1 | / | 6% | / | 0.4% | 2.1% | / | 2% | / | / | /
CN(C)S(=O)(=O)c1ccc(NC(=O)CN2CCCc3ccccc32)cc1 | 1 | -2% | -21% | 1.6% | 4.2% | -1.1% | 13% | -40% | -0.82 | 1568
Cc1cc(S(N)(=O)=O)c(N)c(S(N)(=O)=O)c1 | / | -2% | / | -0.1% | -1.0% | / | 1% | / | 0.56 | 1545
CCN(CC)c1ccc(C2C(C(=O)OCCOC(C)C)=C(C)NC3=C2C(=O)CCC3)cc1 (stereo not given) | 1.1 | -5% | 9% | -0.5% | 0.9% | -1.6% | 11% | 6% | -1.3 | 922
O=C(Nc1cccc(-c2nn[nH]n2)c1)c1ccc(Br)s1 | / | -4% | / | -0.6% | 0.3% | / | 12% | / | / | /
CS(=O)(=O)NCc1nnc(SCC(=O)NC2CCCCC2)n1-c1ccc(F)cc1 | 1.1 | 2% | 1% | 0.1% | 3.0% | 1.6% | 11% | 0% | -0.31 | 1265
CCCCCC(=O)Nc1ccccc1N1CCN(c2ccccc2)CC1 | 1.1 | -3% | -6% | 0.8% | 17% | -0.1% | 10% | -3% | 1.2 | 1205
CN(C)C(=O)COc1ccc(S(=O)(=O)c2ccc(OCC(=O)N(C)C)cc2)cc1 | / | -7% | / | -0.3% | 2.3% | / | 3% | / | / | /
CCCC(C(=O)NCc1ccco1)N(C(=O)CNS(=O)(=O)c1ccccc1)C1CCCC1 (stereo not given) | 1.1 | -14% | -7% | -0.2% | 0.1% | -3.5% | 18% | 0% | -0.48 | 969
COC(=O)c1cccc(NC(=O)c2ccc[n+]([O-])c2)c1 | / | 8% | / | -0.2% | 0.5% | / | 8% | / | / | /
CCCCOc1ccc(-c2nnn(CC(=O)NCc3ccco3)n2)cc1 | 1.1 | -3% | -3% | ? | 0.8% | -0.1% | -4% | -6% | -1.4 | 1135
O=C(CSc1nnnn1C1CCCC1)N1CCCc2ccccc21 | 1.1 | 0% | 0% | -1.7% | 0.7% | 3.6% | 14% | 3% | -0.13 | 1235
CCOc1cc(C(N)=O)cc(Br)c1OC | 1.1 | 6% | -1% | 0.0% | 1.8% | -0.2% | -15% | -9% | / | /
CN(C)CCN(Cc1cc2cc3c(cc2[nH]c1=O)OCO3)C(=S)NCC1CCCO1 (stereo not given) | 1 | -4% | 18% | -0.1% | -0.5% | -1.0% | 2% | 25% | -0.35 | 1532
Cc1cc(NNC(=O)c2ccccc2)nc(NNC(=O)c2ccccc2)n1 | 2.5 | -3% | 7% | 0.2% | 0.2% | -1.2% | 9% | 7% | -0.18 | 1623
C[C@H](NC(=O)c1nc[nH]c1C(=O)NCC(=O)OC(C)(C)C)C(=O)OC(C)(C)C | / | -3% | / | 0.3% | -0.3% | / | -13% | / | -0.63 | 952
COCCn1c(=NC(=O)c2ccc(S(=O)(=O)N3CCc4ccccc4C3)cc2)sc2cc(S(N)(=O)=O)ccc21 | 1 | 3% | -17% | -0.5% | 4.6% | -3.0% | 5% | -14% | -0.33 | 1005
CCOC(=O)C1(Cc2ccc(OC)cc2)CCN(C(=O)CC2CCC(=O)N2)CC1 (stereo not given) | 1.1 | -1% | -11% | -0.2% | -0.1% | -1.4% | 8% | -6% | 0.74 | 1359
CC(C)(C)NC(=O)c1ccc(C(=O)NC(C)(C)C)cc1 | / | -1% | / | -0.5% | / | / | 12% | / | -0.01 | 1071
C/C(=N\NC(=O)c1nnn(-c2nonc2N)c1CN(C)c1ccccc1)c1cccs1 | / | -3% | / | -0.1% | 1.8% | / | 26% | / | / | /
CCN(c1ccccc1)c1nc2nonc2nc1NCCO | / | -4% | / | -0.3% | 1.0% | / | 5% | / | -0.04 | 1042
CCn1cc(-c2n[nH]c(=S)n2-c2ccc(C)cc2Br)c(=O)c2ccc(C)nc21 | / | -10% | / | 0.2% | 2.8% | / | 17% | / | 0.04 | 1449

Nothing new here: an excerpt of the list.
canonical_smiles | TNAP activators | PhoP inhibition | human PMI inhibitors | West Nile antiviral | RSV antiviral HEp-2 | CSM14.1 death rescue | SV40 large T antigen | human PMI inhibition | Ins promoter up | Ins promoter up cell count
CN(C)C(=O)COc1ccc(S(=O)(=O)c2ccc(OCC(=O)N(C)C)cc2)cc1 | / | -7% | / | -0.3% | 2.3% | / | 3% | / | / | /
CCCC(C(=O)NCc1ccco1)N(C(=O)CNS(=O)(=O)c1ccccc1)C1CCCC1 (stereo not given) | 1.1 | -14% | -7% | -0.2% | 0.1% | -3.5% | 18% | 0% | -0.48 | 969

Single entries from the entries so far:
CCN(c1ccccc1)c1nc2nonc2nc1NCCO in West Nile antiviral reads -0.3%
C[C@H](NC(=O)c1nc[nH]c1C(=O)NCC(=O)OC(C)(C)C)C(=O)OC(C)(C)C in West Nile antiviral reads 0.3%
CCCCOc1ccc(-c2nnn(CC(=O)NCc3ccco3)n2)cc1 in human PMI inhibition reads -6%

Later entries.
canonical_smiles | TNAP activators | PhoP inhibition | human PMI inhibitors | West Nile antiviral | RSV antiviral HEp-2 | CSM14.1 death rescue | SV40 large T antigen | human PMI inhibition | Ins promoter up | Ins promoter up cell count
CCCCSCCCNC(=O)c1ccc(CS(=O)(=O)c2ccc(OC)cc2)o1 | / | 0% | / | -0.7% | -0.9% | / | -5% | / | / | /
CC(=O)Nc1ccc(S(=O)(=O)N2CCC(C(=O)NC3CCCC3)CC2)cc1 | / | -9% | / | 0.1% | 2.4% | / | -3% | / | / | /
Cc1cccc(-c2cc(C(=O)Nc3c(C)n(C)n(-c4ccccc4)c3=O)c3ccccc3n2)c1 | / | 14% | / | -0.6% | -0.1% | / | 3% | / | / | /
COc1cccc(C(O)c2cnc(C(C)C)n2C)c1 (stereo not given) | / | -11% | / | -0.1% | / | / | 1% | / | -0.35 | 1047
CCOC(=O)C1=C(C)OC(N)=C(C#N)C1c1c(C)nn(-c2ccc(C)cc2)c1Cl (stereo not given) | 1.1 | -10% | -1% | / | / | -0.6% | 6% | 6% | -0.39 | 950
CC1(C(=O)Nc2nccs2)Cc2ccccc2C(=O)O1 (stereo not given) | 1.1 | -10% | 0% | 0.0% | 1.2% | -2.8% | -1% | 5% | / | /
CCOC(=O)N1CCN(c2nc(-c3cccs3)cc(C(F)(F)F)n2)CC1 | 1 | 0% | 5% | -0.9% | 6.1% | -1.1% | 10% | 11% | -0.25 | 1512
Cc1ccc(NS(=O)(=O)c2cccc(C(=O)NNC(=O)NC3CCCCC3)c2)c(C)c1 | 1.1 | -14% | 6% | 1.2% | 0.7% | -2.7% | 8% | 1% | -0.06 | 1133
COc1ccc(N2C(=O)C(Cl)=C(N3CCN(Cc4ccccc4)CC3)C2=O)cc1 | 1.1 | 1% | 2% | -0.3% | / | -2.9% | 6% | 9% | 0.07 | 1620
CCCNC(=O)c1ccc(-c2nn(C)c(=O)c3ccccc23)cc1 | / | 0% | / | -1.0% | 1.1% | / | 7% | / | / | /
Brc1cccc(OCCN2CCCCC2)c1 | 1 | 13% | -4% | -0.6% | 0.3% | -0.5% | 11% | 1% | -0.48 | 1297
C=CCn1c(=N)c(C(=O)NCCCOC)cc2c(=O)n3ccccc3nc21 | 1.1 | 1% | 5% | 0.4% | 0.2% | 0.1% | 17% | 7% | -0.04 | 1323
CCc1ccccc1N1C(=O)CC(Sc2nccc(C)n2)C1=O (stereo not given) | / | 1% | / | -0.5% | 0.9% | / | 26% | / | / | /
CCOc1cc(/C=N\NC(=O)c2ccc(C)nc2)ccc1OC(=O)c1ccc(F)cc1 | / | -2% | / | 0.8% | 0.4% | / | -9% | / | / | /
Cc1ccc(C2=NOC(C)(c3nnc(-c4cccc(Cl)c4)o3)C2)cc1 (stereo not given) | / | 8% | / | 0.0% | 0.9% | / | 7% | / | / | /
CC1=C(C(=O)Nc2cc(C(=O)NCCC(C)C)ccc2C)SCCO1 | / | -7% | / | -0.1% | 0.6% | / | 9% | / | / | /
COc1ccccc1-c1noc(CCC(=O)Nc2cccc(C(F)(F)F)c2)n1 | 1 | -12% | 12% | -0.4% | 6.0% | -1.7% | 1% | 14% | -0.15 | 933
Cc1ccc(C(=O)N(CN2CCCC2=O)c2ccc(F)cc2)cc1C | 1.1 | -2% | 1% | 0.2% | 2.7% | 0.3% | 9% | -1% | -0.28 | 955

Laid out differently: results already given
Fields: TNAP activators | PhoP inhibition | human PMI inhibitors | West Nile antiviral | RSV antiviral HEp-2 | CSM14.1 death rescue | SV40 large T antigen | human PMI inhibition | Ins promoter up | Ins promoter up cell count
- CCOc1cc(/C=N\NC(=O)c2ccc(C)nc2)ccc1OC(=O)c1ccc(F)cc1
  / | -2% | / | 0.8% | 0.4% | / | -9% | / | / | /
- Cc1ccc(C2=NOC(C)(c3nnc(-c4cccc(Cl)c4)o3)C2)cc1 (stereo not given)
  / | 8% | / | 0.0% | 0.9% | / | 7% | / | / | /
